# M5 ag – human M5 muscarinic receptor agonists, primary screen, CHO-K1 cells, Fluo-8 calcium fluorescence | Muscarinic acetylcholine receptor M5 (Homo sapiens), P08912 | CHO-K1 hM5 cells; 0% DMSO wells, 100% maximal acetylcholine response | activation, % at 3 µM | 0.19% of 360,000 active | AID 624037, 2012;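 active = activation above the run's mean over test compounds plus 3 SD, cut at about 23% in these data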;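 note: signal is peak over basal fluorescence ratio across the kinetic read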
# Target sequence (P08912 whole entry, looked up): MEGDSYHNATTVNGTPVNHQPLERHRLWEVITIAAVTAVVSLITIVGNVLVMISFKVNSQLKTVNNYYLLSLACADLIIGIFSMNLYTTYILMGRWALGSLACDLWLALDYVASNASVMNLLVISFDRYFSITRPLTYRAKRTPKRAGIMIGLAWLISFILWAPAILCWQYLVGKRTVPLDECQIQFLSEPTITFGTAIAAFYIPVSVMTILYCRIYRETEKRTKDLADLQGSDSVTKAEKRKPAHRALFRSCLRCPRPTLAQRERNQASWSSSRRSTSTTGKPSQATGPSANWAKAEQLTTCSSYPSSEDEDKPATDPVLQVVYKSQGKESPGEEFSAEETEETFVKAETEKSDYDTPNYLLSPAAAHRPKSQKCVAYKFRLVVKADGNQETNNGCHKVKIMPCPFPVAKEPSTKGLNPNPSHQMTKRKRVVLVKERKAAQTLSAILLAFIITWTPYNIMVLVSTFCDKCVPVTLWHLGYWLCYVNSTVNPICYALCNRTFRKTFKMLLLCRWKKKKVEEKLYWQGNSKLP
# CHRM4 PAM – human M4 muscarinic receptor positive allosteric modulators, primary screen, CHO-K1 cells, Fluo-8 calcium fluorescence; Muscarinic acetylcholine receptor M4 (Homo sapiens), P08173; CHO-K1 hM4/Gqi5, ACh EC20; 0% = ACh EC20, 100% = maximal ACh; activation, % at 3 µM; 0.4% of 360,000 active;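 active = activation above its plate's cutoff, the mean activation of sample wells plus 3 SD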; note: some results filed as inactive read as strong as hits
# Target sequence (P08173 whole entry, looked up): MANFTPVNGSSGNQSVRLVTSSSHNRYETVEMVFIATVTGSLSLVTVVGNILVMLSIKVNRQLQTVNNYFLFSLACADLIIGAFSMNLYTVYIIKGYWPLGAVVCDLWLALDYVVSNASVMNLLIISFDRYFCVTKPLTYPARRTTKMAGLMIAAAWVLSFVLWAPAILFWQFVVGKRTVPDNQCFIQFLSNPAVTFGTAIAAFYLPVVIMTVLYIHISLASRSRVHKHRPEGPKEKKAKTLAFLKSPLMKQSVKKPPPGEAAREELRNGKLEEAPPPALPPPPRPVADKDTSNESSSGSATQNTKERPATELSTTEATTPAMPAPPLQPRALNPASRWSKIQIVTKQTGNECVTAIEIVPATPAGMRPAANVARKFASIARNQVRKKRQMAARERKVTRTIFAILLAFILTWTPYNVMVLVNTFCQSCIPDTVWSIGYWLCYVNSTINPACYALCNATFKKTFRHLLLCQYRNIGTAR
# M4 antag – human M4 muscarinic receptor antagonists, primary screen, CHO cells, Fluo-8 calcium fluorescence; Muscarinic acetylcholine receptor M4 (Homo sapiens), P08173; CHO-hM4 cells, ACh EC80; inhibition, % at 3 µM; 0.73% of 360,000 active; AID 624125, 2012;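 active = inhibition above its plate's cutoff, the mean inhibition of sample wells plus 3 SD, cut at about 27% in these data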;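 note: 0% = acetylcholine EC80 with DMSO and 100% = DMSO without agonist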
# M5 antag – human M5 muscarinic receptor antagonists, primary screen, CHO cells, Fluo-8 calcium fluorescence. Muscarinic acetylcholine receptor M5 (Homo sapiens), P08912. CHO-hM5 cells, ACh EC80. inhibition, % at 3 µM. 0.59% of 360,000 active. AID 624040, 2012;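 active = inhibition above a per-plate cutoff, the mean of that plate's test compounds plus 3 SD, cut at about 27% in these data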;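 note: 0% = acetylcholine EC80 with DMSO and 100% = DMSO without agonist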
# CHO-K1 Ca PAM – nonselective calcium activators in parental CHO-K1 cells, primary screen, counter-screen for M1 PAM project, cell-based, Fluo-8 calcium fluorescence, full deck, 1536-well. ATP EC20; 0% at ATP EC20, 100% at ATP max. activation, % at 3 µM. 0.02% of 360,000 active. AID 602247, 2012;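 active = activation above the run cutoff, the mean activation of all test compounds plus 3 SD, cut at about 40% in these data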;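 note: peak over basal fluorescence ratio in a 140 s read after ATP addition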
# M1 ag parental – counter-screen for M1 agonists: effect in parental CHO-K1 cells | Fluo-8 calcium fluorescence; scaled to maximal ATP response, vehicle zero | 0.48% of 360,000 active | activation, % at 3 µM; in the data active = activation above about 15%;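 note: untransfected CHO-K1 host cells lacking M1 receptor as counterscreen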
# CHO-K1 Ca antag – nonselective inhibitor or artifact in parental CHO-K1 cells | 0.6% of 360,000 active | ATP-induced calcium, Fluo-8 fluorescence | inhibition, % at 3 µM | AID 602250;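 active = inhibition above a per-plate cutoff, the plate's mean sample inhibition plus 3 SD, cut at about 24% in these data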;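 note: 0% = DMSO plus EC80 ATP and 100% = DMSO alone without ATP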
# M5 PAM – human M5 muscarinic receptor positive allosteric modulators, primary screen, CHO-K1 cells, Fluo-8 calcium fluorescence | Muscarinic acetylcholine receptor M5 (Homo sapiens), P08912 | CHO-K1 hM5, ACh EC20 PAM; 0% = ACh EC20, 100% = ACh EC100 | activation, % at 3 µM | 0.3% of 360,000 active | AID 624038, 2012;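 active = activation above the run cutoff, the mean activation of all test compounds plus 3 SD, cut at about 18% in these data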
#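 System: CHO-K1 cell line with stable human muscarinic M5 receptor expression | Also added: EC20 acetylcholine as agonist stimulus | Compound: One concentration, 3 µM final (nominal) | Timing: Fluo-8 loading 80 min at 37 °C plus 30 min room temperature | Measured by: Fluo-8 calcium dye fluorescence, kinetic read | Read-out basis: % activation, ACh-normalized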
# CHRM4 agonist – human M4 muscarinic receptor agonists, primary screen, CHO-K1 cells, Fluo-8 calcium fluorescence; Muscarinic acetylcholine receptor M4 (Homo sapiens), P08173; CHO-K1 hM4/Gqi5; vehicle 0%, full acetylcholine response 100%; activation, % at 3 µM; 0.14% of 360,000 active; AID 624127, 2012;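 active = activation above the run mean over all test wells plus 3 SD, cut at about 32% in these data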;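 note: peak over basal fluorescence ratio per well then scaled between controls; 0% = DMSO wells and 100% = acetylcholine at EC100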
# * hit, by the source's call.
SMILES,M5 ag,CHRM4 PAM,M4 antag,M5 antag,CHO-K1 Ca PAM,M1 ag parental,CHO-K1 Ca antag,M5 PAM,CHRM4 agonist
Cc1ccc(OC(C)C(=O)Nc2ccncc2)cc1 (stereo unspecified),5,3,-4,5,-11,5.3,6,-2,7
O=C(O)CCC(=O)N1CCC[C@H]1C(=O)O,0,-1,-8,2,23,0.7,-3,0,1
O=C(COC(=O)CCSc1ccccc1)Nc1cc(F)ccc1F,-6,-2,5,-4,12,1.3,-6,-1,1
COc1ccc2oc3ccc(OC)cc3c(=O)c2c1,-2,9,-5,-1,19,0.0,-12,0,0
CC1CCCCN1CCNC(=O)c1ccc2c(c1)N(Cc1ccccc1F)C(=O)c1ccccc1S2=O (stereo unspecified),-9,-9,7,12,27,3.7,-16,-10,3
CSc1ccccc1NC(=O)COc1ccc2c(c1)OCO2,-4,10,-8,4,-14,-0.2,6,-5,1
COc1ccc(-c2ccc3oc(-c4ccsc4)c(-c4ccc(OC)cc4)c3c2)cc1,2,7,-5,-10,1,-0.2,-5,4,1
CCCSc1nnc(CNC(=O)C23CC4CC(CC(C4)C2)C3)n1Cc1ccccc1,0,10,-13,-6,18,0.5,-6,4,2
O=C(/C=C/c1ccccc1)NC(=S)NNC(=O)c1ccco1,-1,1,4,6,-2,0.4,11,9,7
O=C(NNc1ccccn1)C(c1ccccc1)c1ccccc1,-2,8,2,0,8,0.5,5,0,2
CC(C)C(=O)c1cn(CC(=O)N2CCCc3ccccc32)c2ccccc12,1,-1,2,13,-10,3.0,12,-8,1
CCOc1ccccc1NS(=O)(=O)c1ccc(-c2cnc(C3CC3)o2)cc1,1,-6,-9,1,14,6.4,-11,4,11
CC(C)CN(C(=O)CN1C(=O)C2CCCCC2C1=O)c1c(N)n(Cc2ccccc2)c(=O)[nH]c1=O (stereo unspecified),-5,10,-12,-7,6,1.0,-7,3,1
O=C(Nc1ccn(Cc2ccccc2F)n1)c1ccc(COc2ccc(Cl)cc2Cl)o1,-2,-1,-4,-1,23,2.3,-12,-3,4
CCOC(=O)C1CCCN(S(=O)(=O)NC[C@H]2O[C@@H](n3cnc4c(N)ncnc43)[C@H](O)[C@@H]2O)C1 (stereo partly specified),1,3,-6,-3,19,0.4,-12,-1,0
CCOC(=O)c1sc2c(c1C)c(=O)n(Cc1ccccc1)c(=O)n2CCN(C)C,-2,-2,-3,1,12,3.0,-11,2,1
Cc1cc(SCC(=O)NCC(c2cccs2)N2CCOCC2)c(C)cc1Br (stereo unspecified),-4,-4,5,7,6,3.8,-2,-2,10
CCN(CC)CCN=c1c(C)nc(C#N)c(N)n1O,-1,3,-6,2,1,0.6,-2,-1,0
CSc1nsc(SCC(=O)Nc2nncs2)n1,-1,-10,4,8,-12,0.6,7,-6,1
COCCn1c(=S)[nH]c2cc(C(=O)NC3CCCCC3C)ccc2c1=O (stereo unspecified),0,-2,2,-3,11,2.3,-1,2,2
CCC1(C(=O)OC)NC(c2ccccc2OC)C2C(=O)N(C)C(=O)C21 (stereo unspecified),-5,8,0,1,11,0.0,-6,4,1
COc1ccccc1-n1cnnc1SCC(=O)Nc1cccnc1Cl,2,3,-7,5,12,2.4,-5,5,2
Cc1cc(=O)oc2cc(OC(C)C(=O)NCC3CCC(C(=O)O)CC3)ccc12 (stereo unspecified),2,3,-7,5,11,0.5,6,0,1
CC(C)CCC(CC(C)O)c1n[nH]c(=S)n1-c1ccccc1 (stereo unspecified),-1,9,1,-2,4,0.3,-4,4,1
O=C(NCc1cccs1)C1CCCN1C(=O)Nc1ccccc1 (stereo unspecified),-8,2,-2,4,18,0.3,-3,-1,0
# Remaining list, next part:
SMILES,M5 ag,CHRM4 PAM,M4 antag,M5 antag,CHO-K1 Ca PAM,M1 ag parental,CHO-K1 Ca antag,M5 PAM,CHRM4 agonist
CC(C)(CCl)C(=O)Nc1ccc(OC(F)(F)F)cc1,-4,3,-1,-1,4,2.0,-12,-5,1
COCCNC(=O)Cn1c(=O)n(CCCCCC(=O)Nc2ccccc2)c(=O)c2sccc21,2,10,2,-10,-5,0.4,8,5,1
CC/C=C/C(=O)N1CC2(CC(c3cccc(NC(=O)COc4ccc(Cl)cc4)c3)=NO2)C[C@H]1C(N)=O (stereo partly specified),1,12,-7,0,17,-0.4,-11,5,2
COc1cccc(CNC(=O)c2cccnc2Sc2ccccc2)c1,-2,3,-11,4,4,1.5,-4,-9,5
CCOc1ccc(Cn2nnc(C(=O)NCc3ccc(OC)cc3)c2N)cc1,16,-1,-7,0,19,4.6,-3,-4,9
Cc1ccc(C)c(NS(=O)(=O)c2cc(C(=O)NCc3ccccn3)ccc2C)c1,-2,5,-5,-7,-12,0.9,7,-2,4
CCOc1ccc2c(C)cc(=O)oc2c1OCC,0,15,8,-3,14,-0.1,-13,8,0
COc1ccc(C(=S)NC2CCCCC2)cc1,-7,5,7,3,18,-0.2,-5,4,-3
COc1cc(C=O)ccc1OCC(=O)Nc1ccc2c(c1)OCO2,-1,-5,8,13,-30,0.5,15,-4,1
COC(=O)c1ccc(C2C(Oc3ccccc3)C(=O)N2CCc2ccc(F)cc2)cc1 (stereo unspecified),-6,-13,7,5,-2,0.2,-4,-4,-1
C=CCN1C(=O)/C(=C/N(C)C)S/C1=N\S(=O)(=O)c1cccs1,-3,5,-4,-1,20,1.5,-10,-1,2
COc1ccc(OCc2cc(C(=O)NCC(C)Oc3cccnc3)no2)c(Cl)c1 (stereo unspecified),0,-8,-8,-2,-11,9.4,2,-5,16
Cc1ccccc1OCC(=O)Nc1sc(C(=O)Nc2cccc(C)c2C)c(C)c1C#N,3,5,-1,-6,4,0.0,-6,2,1
CC1(C(=O)NS(=O)(=O)c2ccc(Br)cc2)CCN1C(=O)c1cccc(F)c1 (stereo unspecified),-1,-1,1,1,12,0.7,-6,1,0
COc1ccc2c(c1)c1nc3ccccc3nc1n2Cc1ccc(OC)c(OC)c1,-2,-6,9,-2,21,12,5,4,1
O=C(CNC(=O)c1cccs1)OCC(=O)c1ccccc1,1,2,-1,-5,7,0.5,0,3,1
CCOC(=O)CCCCC(=O)c1[nH]c(=O)[nH]c1CSc1nc(C)cc(=O)[nH]1,2,2,8,3,21,0.6,-32,-5,-1
O=C(Cn1c(NCCO)nc2ccccc21)c1ccc(Cl)cc1,-4,3,-2,5,5,0.3,-2,0,1
CS(=O)(=O)N1CCCC(C(=O)NCc2ccccc2Cl)C1 (stereo unspecified),0,13,-4,-8,17,0.1,-10,0,1
COc1ccc(C(=O)OCc2c(C)noc2C)cc1,-2,1,-2,3,5,0.6,-10,1,1
O=C1CN(C(=O)COC(=O)c2oc3ccccc3c2COc2ccccc2)c2ccccc2N1,-1,-1,-1,10,-5,-0.3,4,1,0
COC(=O)C1C(c2ccccc2)C(C(=O)OCc2ccco2)C1c1ccccc1 (stereo unspecified),-1,2,-30,-13,14,1.6,-22,-5,7
Cc1ccc(C(=O)CSc2nnc(CNc3ccc(C)cc3C)o2)cc1,-6,-3,-4,3,18,2.6,1,1,4
CS(=O)(=O)N1CCC(C(=O)NCc2ccncc2)CC1,0,0,1,0,-1,0.1,-4,-1,1
CCCCNC(=O)CNC(=S)N(Cc1ccccc1)Cc1cccnc1,-1,-3,-13,3,12,0.1,-5,-3,1

# Rewritten with two lines to a compound: eleven of the compounds above.
# Below each SMILES: M5 ag | CHRM4 PAM | M4 antag | M5 antag | CHO-K1 Ca PAM | M1 ag parental | CHO-K1 Ca antag | M5 PAM | CHRM4 agonist
COCCNC(=O)Cn1c(=O)n(CCCCCC(=O)Nc2ccccc2)c(=O)c2sccc21
→ 2 | 10 | 2 | -10 | -5 | 0.4 | 8 | 5 | 1
CC/C=C/C(=O)N1CC2(CC(c3cccc(NC(=O)COc4ccc(Cl)cc4)c3)=NO2)C[C@H]1C(N)=O (stereo partly specified)
→ 1 | 12 | -7 | 0 | 17 | -0.4 | -11 | 5 | 2
COc1cccc(CNC(=O)c2cccnc2Sc2ccccc2)c1
→ -2 | 3 | -11 | 4 | 4 | 1.5 | -4 | -9 | 5
CCOc1ccc(Cn2nnc(C(=O)NCc3ccc(OC)cc3)c2N)cc1
→ 16 | -1 | -7 | 0 | 19 | 4.6 | -3 | -4 | 9
Cc1ccc(C)c(NS(=O)(=O)c2cc(C(=O)NCc3ccccn3)ccc2C)c1
→ -2 | 5 | -5 | -7 | -12 | 0.9 | 7 | -2 | 4
CCOc1ccc2c(C)cc(=O)oc2c1OCC
→ 0 | 15 | 8 | -3 | 14 | -0.1 | -13 | 8 | 0
COc1ccc(C(=S)NC2CCCCC2)cc1
→ -7 | 5 | 7 | 3 | 18 | -0.2 | -5 | 4 | -3
COc1cc(C=O)ccc1OCC(=O)Nc1ccc2c(c1)OCO2
→ -1 | -5 | 8 | 13 | -30 | 0.5 | 15 | -4 | 1
COC(=O)c1ccc(C2C(Oc3ccccc3)C(=O)N2CCc2ccc(F)cc2)cc1 (stereo unspecified)
→ -6 | -13 | 7 | 5 | -2 | 0.2 | -4 | -4 | -1
C=CCN1C(=O)/C(=C/N(C)C)S/C1=N\S(=O)(=O)c1cccs1
→ -3 | 5 | -4 | -1 | 20 | 1.5 | -10 | -1 | 2
COc1ccc(OCc2cc(C(=O)NCC(C)Oc3cccnc3)no2)c(Cl)c1 (stereo unspecified)
→ 0 | -8 | -8 | -2 | -11 | 9.4 | 2 | -5 | 16

# More results:
SMILES,M5 ag,CHRM4 PAM,M4 antag,M5 antag,CHO-K1 Ca PAM,M1 ag parental,CHO-K1 Ca antag,M5 PAM,CHRM4 agonist
Cc1cc(=O)n2nc(N3CCCC(C(=O)NCc4cccc(Br)c4)C3)sc2n1 (stereo unspecified),-9,-1,-2,-6,6,1.0,-11,-4,2
NS(=O)(=O)c1cccc(NC(=O)c2cncc(Br)c2)c1,-2,-7,1,6,9,0.7,-1,-1,1
O=C(N/N=C/c1ccc(N2CCOCC2)o1)c1cccc(F)c1,-2,-4,-3,-3,0,-0.3,-2,2,0
Cc1ccc(NC(=O)CSc2nc3c(c(=O)[nH]2)CN(Cc2ccc(F)cc2)CC3)cc1C,-2,0,-5,10,-12,0.0,14,-3,2
Cc1ccc(N2C(=O)N(CC(=O)N3c4ccccc4CC3C)C(=O)C2C)cc1 (stereo unspecified),0,-2,4,5,8,-0.5,3,2,-1
Cc1ccc(OCCSc2nc3ccccc3n2CC(=O)O)c(C(C)C)c1,-4,-5,5,0,3,0.4,-12,3,-1
